# NOTCH agonist – agonists of NOTCH signaling | NOTCH signaling luciferase reporter cells, luminescence | activation, % at 2.5 µM | actives 0.4% (n = 15,000) | AID 434982, 2010; in the data active = activation above about 2.2%
# PME-1 Maybridge – inhibitors of human PME-1 in Maybridge library. recombinant PME-1, FP-Rh probe fluorescence polarization. actives 0.5% (n = 16,000). inhibition, % at 9 µM. AID 2291, 2010. Protein phosphatase methylesterase 1 (Homo sapiens), Q9Y570; in the data active = inhibition above about 30%
# S1P1 ag – activates the human S1P1 receptor; S1P1 agonist cell-based reporter assay; activation, % at 4.5 µM; actives 1.5% (n = 16,000); in the data active = activation above about 80%
# Nox1 inhibitor – inhibitors of human NADPH oxidase 1 (Nox1). AID 1792, 2009. Q9Y5S8. HT29 cells, luminol chemiluminescence ROS. inhibition, % at 6.7 µM. actives 0.81% (n = 16,000)
# TLR4-MyD88 inh – inhibitors of human TLR4-MyD88 binding. Cell-based TLR4-MyD88 binding inhibition assay. inhibition, % at 10 µM. actives 0.06% (n = 16,000). AID 811, 2007; in the data active = inhibition above about 45%
# rat GALR2 ag – agonists of rat galanin receptor 2 (GALR2); Galanin receptor type 2 (Rattus norvegicus), O08726; cell-based GALR2 agonist screen; activation, % at 10 µM; actives 0.5% (n = 16,000); AID 833, 2007; in the data active = activation above about 15%
# Luminol counter – counter-screen for Nox1 inhibitors: inhibitors of luminol chemiluminescence. HRP/luminol/H2O2 chemiluminescence counterscreen. inhibition, % at 6.7 µM. actives 0.4% (n = 16,000); also: reference of the scale not given here
# OPRK1 antag MB – antagonists of human kappa opioid receptor OPRK1, Maybridge library | Kappa-type opioid receptor (Homo sapiens), P41145 | OPRK1 cells, antagonist mode, fluorescence readout | inhibition, % at 9 µM | actives 0.4% (n = 16,000) | AID 652031, 2013; in the data active = inhibition above about 50%
# * = called active by the depositor. Rule as the data show it, unless noted: active = inhibition above about 75%; inactive = the rest. The list is partial. The share of hits here may be higher or lower than overall.
SMILES,NOTCH agonist,PME-1 Maybridge,S1P1 ag,Nox1 inhibitor,TLR4-MyD88 inh,rat GALR2 ag,Luminol counter,OPRK1 antag MB
O=C(NC1CCN(CCc2c[nH]c3ccccc23)CC1)c1ccccc1,-1.0,-2,7,-12,-2,-5,0,20
O=C(O)c1cc(Cl)c[nH]c1=O,-0.2,9,6,9,-8,-5,-5,0
Cc1cc(=O)oc2cc(O)ccc12,0.8,-2,1,-95,7,0,-2,-5
CC(=O)N[C@@H](Cc1ccccc1)C(=O)O,-0.2,6,5,-4,6,-4,-8,10

# 3 entries out of the list, ordered by formula weight, highest first:
SMILES,NOTCH agonist,PME-1 Maybridge,S1P1 ag,Nox1 inhibitor,TLR4-MyD88 inh,rat GALR2 ag,Luminol counter,OPRK1 antag MB
O=C(NC1CCN(CCc2c[nH]c3ccccc23)CC1)c1ccccc1,-1.0,-2,7,-12,-2,-5,0,20
CC(=O)N[C@@H](Cc1ccccc1)C(=O)O,-0.2,6,5,-4,6,-4,-8,10
O=C(O)c1cc(Cl)c[nH]c1=O,-0.2,9,6,9,-8,-5,-5,0

# Retrieved one by one from above:
SMILES,NOTCH agonist,PME-1 Maybridge,S1P1 ag,Nox1 inhibitor,TLR4-MyD88 inh,rat GALR2 ag,Luminol counter,OPRK1 antag MB
CC(=O)N[C@@H](Cc1ccccc1)C(=O)O,-0.2,6,5,-4,6,-4,-8,10
O=C(NC1CCN(CCc2c[nH]c3ccccc23)CC1)c1ccccc1,-1.0,-2,7,-12,-2,-5,0,20

# Screens from PubChem.
